D2 PAM – positive allosteric modulators of human D2 dopamine receptor. HEK293 T-REx D2, calcium flux, EC20 dopamine potentiation. potentiation, % at 10 µM. 340,000 compounds, 0.34% hits;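 active = potentiation over 3 SD above the plate norm, cut at about 30% in these data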; also: 0% is about no effect
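Using a no-wash calcium dye in inducible, force-coupled HEK293 Trex cells expressing D2, we tracked fluorescence each second for 180 s after compound, then for 180 s after EC20 dopamine to detect augmented signalling.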
Vif-APOBEC3G blk – Vif-A3G binding inhibition; 410,000 compounds, 0.076% hits; Q9HC16; HeLa A3G-eYFP + Vif (tagged APOBEC3G with the HIV-1 protein that degrades it), YFP fluorescence, overnight; Potency, µM (series often up to 46.1 µM), inactives show at the top dose activity, negative = active, hits mostly inhibitors;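 also: potency is read from the fitted curve at half-maximal effect; % is scaled to controls: 0 for no effect and ±100 for the full control effect; nearly all actives have a fitted effect of over 60% in size; hits raise eYFP signal because A3G escapes Vif-driven loss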
Target sequence (Q9HC16 whole entry, looked up): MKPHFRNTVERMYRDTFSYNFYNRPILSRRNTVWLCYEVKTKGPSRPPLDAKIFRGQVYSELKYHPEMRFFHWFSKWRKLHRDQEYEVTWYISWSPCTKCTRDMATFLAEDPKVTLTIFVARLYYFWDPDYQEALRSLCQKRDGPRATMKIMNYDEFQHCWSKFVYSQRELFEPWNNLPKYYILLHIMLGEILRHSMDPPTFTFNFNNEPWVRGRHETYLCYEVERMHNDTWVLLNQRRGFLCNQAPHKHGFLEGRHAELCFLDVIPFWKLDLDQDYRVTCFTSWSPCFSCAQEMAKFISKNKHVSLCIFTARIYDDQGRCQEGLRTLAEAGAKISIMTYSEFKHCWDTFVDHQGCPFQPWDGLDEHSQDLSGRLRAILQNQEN
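HeLa cells stably expressing Vif and C-terminally eYFP-tagged A3G, seeded overnight at 37 deg C, then exposed to compound by pintool overnight at 37 deg C. Rise in yellow fluorescence (Ex 488/Em 500-530, Acumen) marks blocked Vif-driven A3G degradation.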
D1 ag – agonists of human D1 dopamine receptor; AID 504660; activation, % at 2 µM; HEK293 T-REx D1 cells, calcium flux, agonist mode; P21728; 360,000 compounds, 1% hits; in the data active = activation above about 30%; also: 0% is about no effect
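Tetracycline-induced HEK293 TREx D1 cells, force-coupled to calcium signalling, were dye-loaded with a no-wash calcium kit. Compound was pin-added after a 10 s baseline. Fluorescence was read kinetically at 1 cycle/s for 180 s, with calcium rises flagged as agonism.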
Vif-APOBEC3F blk – Vif-A3F binding inhibition; HeLa A3F-eYFP + Vif (tagged APOBEC3F with the HIV-1 protein that degrades it), YFP fluorescence increase; Potency, µM (doses to about 46.1 µM), without a hit: at the highest dose activity, negative = active; 390,000 compounds, 0.2% hits; also: potency is read from the fitted curve at half-maximal effect; % of control where 0% means no effect; nearly all actives have a fitted effect of over 65% in size
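HeLa cells stably expressing Vif plus C-terminally eYFP-tagged A3F were seeded, incubated overnight at 37 deg C, dosed with compound, incubated overnight again at 37 deg C. Yellow fluorescence (Ex 488/Em 500-530) reported blocked Vif-mediated A3F-eYFP degradation.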
RXFP1 antagonist – antagonists of human relaxin receptor RXFP1; HEK293-RXFP1, relaxin-stimulated cAMP HTRF, 30 min; hits give low values; 350,000 compounds, 0.59% hits; Q9HBX9; AID 1259400; activity change, negative = inhibition, % at 57.5 µM;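 active = activity change of -60% or lower, but not beyond a set lower limit; inconclusive = change between -60% and -40%, or beyond the set limit; inactive = change above -40%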; also: % is scaled to controls: 0 for no effect and ±100 for the full control effect
Target sequence (Q9HBX9 whole entry, looked up): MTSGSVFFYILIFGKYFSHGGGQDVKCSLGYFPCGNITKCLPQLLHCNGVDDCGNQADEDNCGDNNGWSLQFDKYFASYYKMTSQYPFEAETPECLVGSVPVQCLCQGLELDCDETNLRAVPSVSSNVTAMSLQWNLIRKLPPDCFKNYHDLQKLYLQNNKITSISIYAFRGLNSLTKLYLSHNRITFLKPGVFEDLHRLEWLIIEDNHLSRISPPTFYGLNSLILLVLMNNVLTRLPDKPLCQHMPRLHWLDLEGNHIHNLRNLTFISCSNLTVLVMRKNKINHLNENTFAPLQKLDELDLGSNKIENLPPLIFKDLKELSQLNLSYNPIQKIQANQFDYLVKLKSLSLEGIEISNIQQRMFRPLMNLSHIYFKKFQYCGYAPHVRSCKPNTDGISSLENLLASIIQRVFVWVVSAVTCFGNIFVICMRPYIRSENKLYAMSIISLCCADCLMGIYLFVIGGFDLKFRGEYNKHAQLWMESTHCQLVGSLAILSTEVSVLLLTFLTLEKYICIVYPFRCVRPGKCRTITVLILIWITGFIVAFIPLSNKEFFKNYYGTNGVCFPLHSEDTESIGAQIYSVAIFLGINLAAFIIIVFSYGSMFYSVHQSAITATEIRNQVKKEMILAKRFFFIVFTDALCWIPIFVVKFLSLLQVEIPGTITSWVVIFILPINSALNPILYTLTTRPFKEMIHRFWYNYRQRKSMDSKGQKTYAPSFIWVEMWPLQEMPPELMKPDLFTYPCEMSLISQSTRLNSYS
D1 antagonist – antagonists of human D1 dopamine receptor; P21728; HEK293 TREx D1 cells, calcium flux, dopamine EC80; hits give low values; activity change, negative = inhibition, % at 10 µM; 360,000 compounds, 3.2% hits; AID 504652; in the data active = activity change below about -30%; also: % is scaled to controls: 0 for no effect and ±100 for the full control effect
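Cells carrying a force-coupled, tetracycline-inducible human D1 receptor report calcium flux. Each well gets a 10 s baseline, compound with 180 s monitoring, then an EC80 dopamine stimulus with a second 180 s kinetic read.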
D1 potentiator – human D1 dopamine receptor positive modulation. P21728. HEK293 TREx D1 cells, calcium flux, dopamine EC20 potentiation. potentiation, % at 10 µM. 360,000 compounds, 0.036% hits. AID 504651; in the data active = potentiation above about 30%; also: 0% is about no effect
GRP78 ERSR act – inducers of ER stress response in human glioma cells; 420,000 compounds, 0.02% hits; U87-MG GRP78 promoter luciferase reporter, 16 h; Potency, µM, inactives show at the top dose activation, hits mostly activators; also: potency is read from the fitted curve at half-maximal effect; series mostly up to about 76 µM; % of control where 0% means no effect; nearly all actives have a fitted effect of over 35% in size
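Stably transfected U87-MG glioma cells carrying a GRP78-based luciferase sensor; 16 h compound incubation. Luminescence end-point read 10 min after Bright-Glo addition at room temperature.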
RXFP1 agonist – agonists of human relaxin receptor RXFP1; Q9HBX9; HEK293T-RXFP1 cAMP TR-FRET, 30 min; response scale: percent of porcine relaxin response, buffer zero; Potency, µM (titrated, usually from 57.5 µM), without a hit: top-dose activation, actives largely listed as activators; 370,000 compounds, 0.3% hits; also: potency is read from the fitted curve at half-maximal effect; % is scaled to controls: 0 for no effect and ±100 for the full control effect; nearly all actives have a fitted effect of over 60% in size; many of its hits are not listed in these tables
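Agonist response is measured as cAMP accumulation in an RXFP1-transfected HEK293T line under PDE4 inhibition. Values are scaled between buffer-only and 29 nM porcine relaxin, and EC50s come from standard Hill equation fits.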
Numbers without * were called inactive; ? = inconclusive; nt = no result given; & = joins results of further samples. Unless noted, calls follow the shape of the dose curve; as a rule, active = well fitted curve in the direction sought with a large enough effect; inconclusive = small, poorly fitted or top-dose-only effect, or another doubt; inactive = no such curve, though single readings can be large; an effect the other way counts as inactive or inconclusive. These rows are one share of the data, so the mix of outcomes need not match the whole.

SMILES	D2 PAM	Vif-APOBEC3G blk	D1 ag	Vif-APOBEC3F blk	RXFP1 antagonist	D1 antagonist	D1 potentiator	GRP78 ERSR act	RXFP1 agonist
CCc1ccc2[nH]c(=O)c(CN(CCN(CC)CC)C(=O)NC3CCCCC3)cc2c1	-6.9	0.2%	-0.3	-6.2%	-3.5	11.7	1.8	-5.5%	-0.7%
CNCC(C)COc1ccccc1OCc1ccccc1 (centres undefined)	-25.0	0.1%	4.2	-2.5%	nt	-7.9	-17.9	-3.2%	-0.9%
CCc1ccc(-c2cn3c(n2)SCC3)cc1	13.7	1.2%	1.0	5.9%	-20.6	-85.5*	0.0	-6.2%	-0.5%
CCC(c1nnnn1CS(=O)(=O)c1ccc(C)cc1)N1CCN(c2nc3ccccc3s2)CC1 (centres undefined)	-1.5	-1.1%	3.6	-10.6%	-10.6	-2.2	0.8	-4.6%	0.2%
Cc1noc(C)c1COc1ccc(C(=O)N2CCN(S(=O)(=O)c3ccccc3)CC2)cc1	8.4	0.3%	1.2	0.2%	-1.3	-14.5	-10.6	0.9%	-0.6%
O=C(c1cccnc1)N1CCN(CCCc2ccccc2)CC1	2.8	-2.9%	1.7	-0.7%	0.3	-6.0	-2.7	-2.0%	1.1%
O=C(CSc1nnc(-c2ccccc2F)o1)N1CCc2ccccc21	nt	4.8%	3.2	-3.8%	3.3	1.7	3.7	-0.4%	4.1%
O=C(O)C(Cc1ccccc1)N1Cc2ccccc2C1=O (centres undefined)	-2.5	-3.9%	2.1	nt	10.6	0.7	3.5	-3.2%	0.2%
COc1ccc(-c2nnc(SCC(=O)Oc3c(C)cccc3C)o2)cc1OC	-7.0	4.0%	-0.7	2.1%	-4.3	12.8	-3.5	-0.3%	-2.0%
CCOc1ccccc1CNC(=O)Cc1ccc(NC(=O)N2CCCCc3ccccc32)cc1	13.3	0.5%	9.7	4.7%	nt	-13.6	-1.7	-0.6%	1.6%
CC1CCN(C(=O)Cn2c(=O)n(Cc3ccc4c(c3)OCO4)c(=O)c3ccccc32)CC1	5.8	2.2%	2.8	3.2%	-3.4	-0.8	-10.8	3.4%	1.3%
O=C(CN(c1ccc(F)cc1)S(=O)(=O)c1ccc2c(c1)OCCO2)NCc1cccnc1	-5.9	0.9%	-1.5	-4.1%	4.8	nt	-0.5	-1.0%	-1.7%
O=C(CSCc1c[nH]c(=O)[nH]c1=O)OCC(=O)c1ccc(Br)cc1	nt	-6.7%	0.0	11.5%	?	-7.9	4.5	-6.7%	4.0%
COc1cc(NC(=O)c2ccc(C)cc2C)ccc1NC(=O)c1cccs1	-1.5	-8.4%	5.7	3.4%	-3.7	-10.7	nt	-3.3%	-0.4%
CCOC(=O)Nc1ccc(S(=O)(=O)NCCCN2CCOCC2)cc1	-2.2	0.7%	1.8	-8.0%	3.5	15.8	-0.8	-2.6%	1.0%
CCOc1ccc(N(CC)C(=O)c2cn(CC)c(=O)c3cc(OC)c(OC)cc23)cc1	3.4	-5.0%	1.1	2.8%	-5.9	-7.1	1.3	2.3%	-1.9%
C=CCNC(=S)N/N=C(\C)c1cccc(NC(C)=O)c1	20.1	-1.6%	2.9	-7.3%	-2.1	3.2	-6.5	0.6%	-1.2%
COc1ccccc1NS(=O)(=O)c1ccc2oc(SCC(C)=O)nc2c1	10.9	1.5%	11.5	-5.0%	4.0	-14.3	-11.7	-1.4%	-0.3%
COc1ccccc1NCC(O)Cn1c2ccccc2c2ccccc21 (centres undefined)	-1.5	-1.2%	-0.6	-6.5%	-1.0	-0.6	1.6	-0.1%	-0.2%
CC(=O)N1c2ccc(S(=O)(=O)N3CCCC(C(=O)Nc4ccc(F)cc4)C3)cc2CC1C (centres undefined)	11.9	3.1%	-0.4	-1.5%	nt	-21.6	-3.6	-3.9%	3.5%
Cc1ccsc1C(=O)OCC(=O)c1cc2ccccc2o1	3.7	1.2%	3.0	-3.5%	-3.6	-16.8	-7.7	1.9%	-1.2%
CCCc1cnc(N2CCN(C(=O)c3ccc(OC)cc3)CC2)nc1	11.1	5.2%	12.7	9.2%	-16.9	-0.4	9.7	-5.2%	4.5%
Cc1cc(C(=O)Nc2ccc3c(c2)CCC3)ccc1[N+](=O)[O-]	nt	0.1%	nt	4.7%	-12.6	nt	nt	0.3%	nt
COc1ccc(/C(C)=N\NC(=O)c2ccc(-c3ccccc3)cc2)c(F)c1	3.3	-2.0%	3.7	1.1%	-6.1	-0.6	-2.0	2.0%	0.7%
COc1ccc(/C=N/Nc2cc(C)nc3ccc(OC)cc23)c(OC)c1	-1.4	-16.4%	6.0	?	-30.4	-0.3	-1.9	-4.7%	-0.2%
COc1ccccc1NC(=O)COC(=O)c1ccc2c(=O)n3c(nc2c1)CCC3	nt	-1.4%	nt	-3.6%	1.0	nt	nt	-4.1%	nt
CC(C)[C@H](NS(=O)(=O)c1ccccc1)C(=O)Nc1nccs1	nt	-5.5%	nt	6.0%	-3.3	nt	nt	-5.2%	nt
CCN(Cc1ccccc1)c1ccc(/C=N/N2CCOCC2)cc1	-2.6	-6.3%	-1.1	-14.2%	-2.2	5.0	2.1	3.8%	0.3%
Cc1ccc2c(c1)C(Cc1ccccc1F)C(=O)N2 (centres undefined)	10.7	-1.9%	2.2	1.9%	-12.6	-46.3*	-2.2	3.1%	-1.5%
Cc1cc(N2CCN(c3ccccc3)CC2)nc(N)n1	-12.9	-0.7%	7.4	2.3%	-7.2	8.8	-1.2	-2.9%	-4.7%

Entries above with an NH in an aromatic ring:
SMILES	D2 PAM	Vif-APOBEC3G blk	D1 ag	Vif-APOBEC3F blk	RXFP1 antagonist	D1 antagonist	D1 potentiator	GRP78 ERSR act	RXFP1 agonist
CCc1ccc2[nH]c(=O)c(CN(CCN(CC)CC)C(=O)NC3CCCCC3)cc2c1	-6.9	0.2%	-0.3	-6.2%	-3.5	11.7	1.8	-5.5%	-0.7%
O=C(CSCc1c[nH]c(=O)[nH]c1=O)OCC(=O)c1ccc(Br)cc1	nt	-6.7%	0.0	11.5%	?	-7.9	4.5	-6.7%	4.0%

Next part.
SMILES	D2 PAM	Vif-APOBEC3G blk	D1 ag	Vif-APOBEC3F blk	RXFP1 antagonist	D1 antagonist	D1 potentiator	GRP78 ERSR act	RXFP1 agonist
O=C(O)c1ccccc1NS(=O)(=O)c1cccc(N=Nc2c(O)[nH]c(=S)[nH]c2=O)c1	5.8	0.7%	2.8	-15.4%	-13.8	-3.9	-1.2	-4.6%	-0.2%
Cc1ccc2oc(C(=O)N(C)CCC(O)c3ccccc3)c(C)c2c1 (centres undefined)	3.8	-2.1%	2.6	-4.0%	-7.3	4.8	-4.5	0.8%	-1.4%
O=C(CN1CCCN(Cc2ccc(F)cc2)S1(=O)=O)Nc1ccc2c(c1)OCCO2	-7.0	3.9%	3.3	2.6%	-14.3	24.4	-0.5	-1.9%	-0.5%
COc1cc(CNC(C)c2ccccc2)c(Br)cc1OCC(N)=O (centres undefined)	-2.9	-1.5%	3.6	0.6%	-1.9	-7.0	-4.2	-4.3%	1.4%
C/C(N)=C(/C#N)C(=O)COC(=O)CCSc1ccccc1	9.0	3.3%&1.9%	10.5	3.8%&-4.6%	-6.4&-5.1	-1.0	-4.5	-0.7%&0.7%	-1.2%
CC(=O)CSc1nc2c(c(=O)[nH]c(=O)n2C)n1Cc1cccc(Br)c1	5.0	0.2%	5.5	0.2%	10.2	76.8	-2.5	1.7%	1.7%
COc1ccc(CNC(=O)CN(Cc2ccc(Cl)cc2)S(C)(=O)=O)cc1	-7.2	1.7%	4.6	2.1%	1.5	3.0	-0.1	-3.7%	-0.1%
O=C(COC(=O)/C=C/c1ccc(S(=O)(=O)N2CCOCC2)cc1)NCc1ccc(Cl)cc1	-15.3	-8.1%	5.8	-0.5%	8.4	-23.9	-9.2	-2.2%	-0.2%
COc1ccc(S(=O)(=O)NCC2CCCN(C(=O)c3sccc3C)C2)cc1 (centres undefined)	0.3	1.8%	-0.3	8.7%	7.2	-3.6	-1.9	-1.7%	-0.4%
CCCCCNc1nc2ccccc2nc1NS(=O)(=O)c1cccs1	8.3	1.3%	1.2	-0.8%	-17.3	-3.3	-4.1	-5.3%	-2.8%
O=C(N/C(=C\c1ccco1)C(=O)N1CCOCC1)c1ccco1	10.7	-0.4%	3.1	8.8%	-1.6	-6.8	-0.7	9.3%	0.1%
CC(=O)N1CCc2c(sc(NC(=O)C3CC3)c2-c2nc3ccccc3s2)C1	15.0	?	2.9	?	nt	1.0	-11.1	?	3.6%
O=C(CSc1nnc(NC(=O)c2cc(Br)ccc2Cl)s1)NCC1CCCO1 (centres undefined)	1.0	-1.8%	0.5	4.2%	3.3	-5.2	0.9	4.5%	0.1%
O=C1S/C(=C/c2ccccc2F)C(=O)N1CCN=C1NS(=O)(=O)c2ccccc21	1.8	-6.8%	12.7	7.3%	-12.5	-18.3	-3.8	-5.4%	-0.3%
Cc1ccc(S(=O)(=O)N2CCOCC2)cc1NC(=O)c1cc(-c2ccccn2)nc2ccccc12	7.3	-6.8%	-0.1	0.0%	?	10.3	1.4	-6.0%	3.1%
Cc1nnc(NC(=O)CCS(=O)(=O)c2ccccc2)s1	9.9	1.2%	5.6	-11.4%	4.2	9.4	nt	2.0%	1.6%
O=c1[nH]cc(N=Cc2cc(Cl)cc(Cl)c2O)c(=O)[nH]1	-5.5	0.5%	7.2	-27.4%	-1.6	7.4	-2.4	-1.6%	-1.4%
CN(C)S(=O)(=O)N1CCN(CC(O)COc2ccc3cc(Br)ccc3c2)CC1 (centres undefined)	-8.5	-2.6%	14.4	-2.2%	-5.8	-49.0*	-7.1	-2.8%	5.7%
COC(=O)c1cc(C#N)c(Oc2ccc(OC)cc2)nc1C	0.7	-4.0%	3.2	1.6%	-8.5	2.3	-0.4	3.0%	-0.1%
CCCCC(SCC(=O)Nc1ccccc1)C(=O)O (centres undefined)	nt	-2.4%	-1.7	-9.0%	-4.4	9.3	1.2	-2.7%	-0.2%
CN(C)c1cccc(C(=O)N2CCCC(CCC(=O)NCc3ccccc3F)C2)c1 (centres undefined)	-4.9	-15.3%	-0.3	-8.7%	-13.1	2.5	-0.1	1.5%	-1.0%
Cc1c(C=O)c(=O)n(-c2ccccc2)n1C	2.3	7.5%	3.7	-11.3%	-6.4	-6.9	-7.8	-4.8%	0.9%

Assay outcomes: PubChem, National Center for Advancing Translational Sciences (NCATS)
